Screening data deposited in PubChem by several laboratories.
TRPM1 prom inh – inhibitors of MITF-dependent TRPM1 promoter reporter, primary screen, cell-based, SK-MEL-5, single point, luciferase; SK-MEL-5 TRPM1 promoter luciferase, 24 h; inhibition, % at 12.5 µM; 330,000 compounds, 0.83% hits;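 active = mean inhibition across replicates of 60% or more, whatever share of single replicates reaches that level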; also: values of inactives mirror those of a sister screen read the other way
NR2E3 ag-1 – NR2E3 agonists in two-hybrid cells, primary screen, cell-based, luminescence, CHO-S, Gal4-NCOR/VP16-NR2E3; Photoreceptor-specific nuclear receptor (Homo sapiens), Q9Y5X4; luciferase; inhibition of corepressor binding, % at 3.98 µM; 360,000 compounds, 0.35% hits; AID 602229, 2012;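 active = inhibition above the mean of all tested compounds plus 3 SD, cut at about 70% in these data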;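 also: 0% = DMSO with NR2E3 transfected cells and 100% = cells lacking NR2E3 construct; higher means lower luciferase signal from less NR2E3 corepressor binding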
Target sequence (Q9Y5X4 whole entry, looked up, the tested form may be a part): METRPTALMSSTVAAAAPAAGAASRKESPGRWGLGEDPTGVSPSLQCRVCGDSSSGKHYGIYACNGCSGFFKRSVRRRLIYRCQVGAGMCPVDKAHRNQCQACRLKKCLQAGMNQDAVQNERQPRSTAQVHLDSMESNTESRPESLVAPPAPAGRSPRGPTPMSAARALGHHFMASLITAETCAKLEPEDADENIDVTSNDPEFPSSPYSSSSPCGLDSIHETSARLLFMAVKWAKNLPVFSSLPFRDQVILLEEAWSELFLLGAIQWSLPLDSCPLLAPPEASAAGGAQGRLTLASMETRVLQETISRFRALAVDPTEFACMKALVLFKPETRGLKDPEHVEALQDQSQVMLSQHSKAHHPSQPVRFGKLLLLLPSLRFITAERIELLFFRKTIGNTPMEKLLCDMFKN
Peg3 prom inh – Peg3 promoter-driven luciferase inhibitors, primary screen, cell-based, HeLa, luciferase luminescence. HeLa PEG-Prom luciferase reporter, overnight. inhibition, % at 20 µM. 360,000 compounds, 1.7% hits;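 active = inhibition of at least 50% at 20 µM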
hiPSC survival – enhancers of single-cell hiPSC survival, primary screen, ATPlite luminescence; 100% = ROCK inhibitor wells, 0% = DMSO; survival enhancement, % at 20 µM; 360,000 compounds, 0.044% hits; AID 602274, 2012; in the data active = survival enhancement above about 18%;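 also: cells exposed to compounds for 16 hours before the ATP read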
NR2E3 ag-2 – inhibitors of NR2E3-RetCOR corepressor binding, primary screen, NR2E3 agonist project, biochemical, TR-FRET, GST-NR2E3, biotin-RetCOR; Photoreceptor-specific nuclear receptor (Homo sapiens), Q9Y5X4; 1536-well; inhibition of corepressor binding, % at 4.78 µM; 320,000 compounds, 0.12% hits; AID 2300, 2010;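 active = percent inhibition above the cutoff of mean plus 3 SD of all tested compounds, set per screening campaign, cut at about 20% in these data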;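 also: 0% = DMSO wells and 100% = biotin wells as full block of FRET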
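system = GST-tagged NR2E3 plus biotinylated RetCOR corepressor | input = 1.35 nM GST-NR2E3 | also added = 7 nM biotin-RetCOR | schedule = 5 h incubation at 4 °C | measured by = TR-FRET with europium anti-GST and streptavidin-D2, 340 nm excitation | read-out = percent loss of FRET ratio relative to control wells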
HIF-2a block – HIF-2a reporter inhibitors, primary screen, luminescence, 786-0 RCC cells; 786-0 RCC cells HIF-2a reporter, luciferase luminescence, overnight; inhibition, % at 18.8 µM; AID 624352, 2012; 360,000 compounds, 0.72% hits;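 active = inhibition of the luminescence signal of 40% or more relative to plate controls, in a single-dose primary screen at 18.75 µM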
TWEAK Fn14 block – inhibitors of TWEAK-Fn14 signaling, primary screen, luciferase reporter cells, uHTS; TWEAK-stimulated Fn14 reporter cells, luciferase luminescence, 8 h; inhibition, % at 10 µM; 360,000 compounds, 2% hits; in the data active = inhibition above about 50%
KKLEB cytotox – cytotoxicity in KKLEB CF airway cells, primary screen, cytotoxicity control for CF NF-kB inhibitor project, cell-based, uHTS, fluorescence assay plates | 360,000 compounds, 0.36% hits | KKLEB CF airway cells viability, ATPlite luminescence, overnight; hits give low values; cells stimulated with P. aeruginosa culture filtrate | activity change (cytotoxicity), % at 5 µM | AID 602141, 2011;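 active = corrected activity change at or below -50% at 5 µM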
CF NFkB block – inhibitors of PAF-induced NF-kB signaling, primary screen, cell-based, GFP fluorescence, uHTS | KKLEB NF-kB-GFP reporter, GFP fluorescence overnight | AID 588850, 2011 | inhibition, % at 5 µM | 360,000 compounds, 0.86% hits;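 active = at least 50% inhibition at 5 µM, scaled per plate between neutral and stimulator controls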;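 also: PAF is a Pseudomonas aeruginosa culture filtrate used as stimulus; plate controls were PAF-stimulated DMSO wells for no effect and unstimulated DMSO wells for full effect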
Shn3 3UTR inh – reduction of Shn3 3'UTR firefly luciferase signal, primary screen, Schnurri-3 inhibitor project, cell-based, Clone20 osteoblasts, set 2; Clone20 osteoblast Shn3 3'UTR firefly luciferase, 24 h; inhibition, % at 12.5 µM; 360,000 compounds, 0.52% hits; AID 588674, 2011;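 active = mean inhibition of at least 75% with every replicate also reaching 75%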;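 also: 0% = median of neutral control wells and 100% = pilot-screen positive control compound; some compounds past the cut are filed as inactive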
aDG glyco up – activators of alpha-DG glycosylation, primary screen, uHTS, Pro5-aDG cells, AlphaScreen; alpha-DG glycosylation AlphaScreen (IIH6); 0% Pro5, 100% B10-LARGE cell signal; activation, % at 10 µM; 360,000 compounds, 0.22% hits;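 active = activation of at least 8% versus controls, or a plate z-score of at least 8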;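 also: Pro5 are CHO cells carrying HIG-tagged alpha-DG that lacks glycosylation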
Starred values were filed as active, the others as inactive.

Start of the data: the first four entries (preview)
For O=C(C1=C(O)C(=O)N(Cc2ccco2)C1c1cccc([N+](=O)[O-])c1)c1ccco1 (stereo not given) the results were TRPM1 prom inh 7, NR2E3 ag-1 3, Peg3 prom inh 7, hiPSC survival 0.2, NR2E3 ag-2 -1, HIF-2a block -1, TWEAK Fn14 block 18, KKLEB cytotox 10, CF NFkB block -18, Shn3 3UTR inh -10 and aDG glyco up -0.2.
`N=c1c2c(-c3ccccc3)c(-c3ccccc3)oc2ncn1CCN1CCOCC1` gave TRPM1 prom inh 8, NR2E3 ag-1 -5, Peg3 prom inh 34, hiPSC survival 2.6, NR2E3 ag-2 1, HIF-2a block 19, TWEAK Fn14 block -5, KKLEB cytotox -9, CF NFkB block 15, Shn3 3UTR inh -12 and aDG glyco up 0.6.
`COc1ccc(CN(Cc2ccccn2)C(=O)CN2C(=O)C(C)Oc3ccccc32)cc1` (stereo not given) gave TRPM1 prom inh 11, NR2E3 ag-1 -12, Peg3 prom inh 11, hiPSC survival -1.0, NR2E3 ag-2 -1, HIF-2a block -28, TWEAK Fn14 block 3, KKLEB cytotox -5, CF NFkB block -16, Shn3 3UTR inh 12 and aDG glyco up 0.0.
`CC(C)CN1CCN(Cc2c[nH]c3ccccc23)CC1CCO` (stereo not given) gave TRPM1 prom inh -3, NR2E3 ag-1 -26, Peg3 prom inh -11, hiPSC survival -0.5, NR2E3 ag-2 3, HIF-2a block 14, TWEAK Fn14 block 17, KKLEB cytotox 12, CF NFkB block -17, Shn3 3UTR inh 2 and aDG glyco up 0.1.

This part in full, from the first entry:
For O=C(C1=C(O)C(=O)N(Cc2ccco2)C1c1cccc([N+](=O)[O-])c1)c1ccco1 (stereo not given) the results were TRPM1 prom inh 7, NR2E3 ag-1 3, Peg3 prom inh 7, hiPSC survival 0.2, NR2E3 ag-2 -1, HIF-2a block -1, TWEAK Fn14 block 18, KKLEB cytotox 10, CF NFkB block -18, Shn3 3UTR inh -10 and aDG glyco up -0.2.
`N=c1c2c(-c3ccccc3)c(-c3ccccc3)oc2ncn1CCN1CCOCC1` gave TRPM1 prom inh 8, NR2E3 ag-1 -5, Peg3 prom inh 34, hiPSC survival 2.6, NR2E3 ag-2 1, HIF-2a block 19, TWEAK Fn14 block -5, KKLEB cytotox -9, CF NFkB block 15, Shn3 3UTR inh -12 and aDG glyco up 0.6.
`COc1ccc(CN(Cc2ccccn2)C(=O)CN2C(=O)C(C)Oc3ccccc32)cc1` (stereo not given) gave TRPM1 prom inh 11, NR2E3 ag-1 -12, Peg3 prom inh 11, hiPSC survival -1.0, NR2E3 ag-2 -1, HIF-2a block -28, TWEAK Fn14 block 3, KKLEB cytotox -5, CF NFkB block -16, Shn3 3UTR inh 12 and aDG glyco up 0.0.
`CC(C)CN1CCN(Cc2c[nH]c3ccccc23)CC1CCO` (stereo not given) gave TRPM1 prom inh -3, NR2E3 ag-1 -26, Peg3 prom inh -11, hiPSC survival -0.5, NR2E3 ag-2 3, HIF-2a block 14, TWEAK Fn14 block 17, KKLEB cytotox 12, CF NFkB block -17, Shn3 3UTR inh 2 and aDG glyco up 0.1.
Screening COc1ccc(S(=O)(=O)N2CCC(=O)N2)cc1 returned TRPM1 prom inh 5, NR2E3 ag-1 -23, Peg3 prom inh 8, hiPSC survival -1.4, NR2E3 ag-2 -2, HIF-2a block 8, TWEAK Fn14 block -2, KKLEB cytotox 2, CF NFkB block -1, Shn3 3UTR inh -8 and aDG glyco up 0.3.
Screening COc1ccc(NC(=O)CSc2ncnc3sc(C)cc23)cc1 returned NR2E3 ag-1 -3, Peg3 prom inh -8, hiPSC survival -0.2, NR2E3 ag-2 1, HIF-2a block -19, TWEAK Fn14 block -6, KKLEB cytotox 1, CF NFkB block -1, Shn3 3UTR inh -7 and aDG glyco up 0.1.
`O=S(=O)(Cc1cc(-c2ccccc2)no1)c1ccccc1` gave TRPM1 prom inh -71, NR2E3 ag-1 -33, Peg3 prom inh -191, hiPSC survival -0.5, NR2E3 ag-2 -2, HIF-2a block -281, TWEAK Fn14 block -29, KKLEB cytotox -8, CF NFkB block 20, Shn3 3UTR inh -88 and aDG glyco up -0.5.
O=C(O)CSCC(=O)Nc1ccccn1 was read as TRPM1 prom inh 3, NR2E3 ag-1 -23, Peg3 prom inh -1, hiPSC survival -0.3, NR2E3 ag-2 -4, HIF-2a block 16, TWEAK Fn14 block -13, KKLEB cytotox -2, CF NFkB block 10, Shn3 3UTR inh -2 and aDG glyco up 0.0.
Screening Cc1ccccc1SCC(=O)Nc1ccc(N2CCOCC2)cc1 returned TRPM1 prom inh -6, NR2E3 ag-1 -15, Peg3 prom inh -24, hiPSC survival 1.2, NR2E3 ag-2 3, HIF-2a block -27, TWEAK Fn14 block 8, KKLEB cytotox 0, CF NFkB block 2, Shn3 3UTR inh -4 and aDG glyco up -0.1.
Screening COc1ccc(C(NC(=O)/C=C/c2ccco2)c2ccc(OC)cc2)cc1 returned TRPM1 prom inh -1, NR2E3 ag-1 1, Peg3 prom inh -33, hiPSC survival 0.4, NR2E3 ag-2 3, HIF-2a block -27, TWEAK Fn14 block 20, KKLEB cytotox -6, CF NFkB block 6, Shn3 3UTR inh -14 and aDG glyco up -0.3.
`COc1cccc(-c2noc(Cn3nc(C)c([N+](=O)[O-])c3C)n2)c1` gave TRPM1 prom inh 10, NR2E3 ag-1 -32, Peg3 prom inh -34, hiPSC survival -1.4, NR2E3 ag-2 2, HIF-2a block -21, TWEAK Fn14 block -7, KKLEB cytotox 9, CF NFkB block -8, Shn3 3UTR inh -11 and aDG glyco up 1.5.
For CCn1c(-c2cccnc2Cl)nc2cc(Cl)c(Cl)cc21 the results were TRPM1 prom inh 4, NR2E3 ag-1 -31, Peg3 prom inh -44, hiPSC survival -1.9, NR2E3 ag-2 2, HIF-2a block -117, TWEAK Fn14 block -5, KKLEB cytotox 4, CF NFkB block 6, Shn3 3UTR inh 0 and aDG glyco up -0.2.
Cc1ccc(NC(=O)CN(C)C(=O)/C=C/c2cccc(F)c2)cc1 was read as TRPM1 prom inh 8, NR2E3 ag-1 11, Peg3 prom inh 19, hiPSC survival -0.8, NR2E3 ag-2 3, HIF-2a block 14, TWEAK Fn14 block 3, KKLEB cytotox 1, CF NFkB block 6, Shn3 3UTR inh 7 and aDG glyco up -0.2.
COc1ccc(NS(=O)(=O)c2cccc(NC(=O)c3cnccn3)c2)cc1Br was read as TRPM1 prom inh 12, NR2E3 ag-1 11, Peg3 prom inh 25, hiPSC survival 0.3, NR2E3 ag-2 1, HIF-2a block 21, TWEAK Fn14 block 32, KKLEB cytotox 8, CF NFkB block -10, Shn3 3UTR inh 47 and aDG glyco up 1.5.
For COc1ccc(CCNC(=O)c2cc(=O)n(C)c(=O)n2C)cc1OC the results were TRPM1 prom inh 0, NR2E3 ag-1 -4, Peg3 prom inh -2, hiPSC survival 0.3, NR2E3 ag-2 0, HIF-2a block 0, TWEAK Fn14 block -6, KKLEB cytotox 8, CF NFkB block -5, Shn3 3UTR inh 12 and aDG glyco up -0.4.
Cc1cc(NC(=O)c2ccco2)no1 was read as TRPM1 prom inh -20, NR2E3 ag-1 -3, Peg3 prom inh -20, hiPSC survival -0.6, NR2E3 ag-2 4, HIF-2a block -31, TWEAK Fn14 block -12, KKLEB cytotox -7, CF NFkB block 1, Shn3 3UTR inh 0 and aDG glyco up 0.0.
`COC(=O)[C@]12CCCCC=C1N(Cc1cccc3ccccc13)C(=O)[C@H](CC(=O)NCc1cccc(C(F)(F)F)c1)C2` gave NR2E3 ag-1 6, hiPSC survival -0.3, HIF-2a block -17, TWEAK Fn14 block 4 and aDG glyco up 0.3.
Screening CC(C)NC(=O)c1sc(=S)n2c1[nH]c(=O)c1ccc(C(=O)NCCc3ccc(Cl)cc3)cc12 returned TRPM1 prom inh -1, NR2E3 ag-1 18, Peg3 prom inh 27, hiPSC survival -0.1, NR2E3 ag-2 -4, HIF-2a block 2, TWEAK Fn14 block 9, KKLEB cytotox 4, CF NFkB block 46, Shn3 3UTR inh -34 and aDG glyco up 0.7.
For COc1cccc(/C=N/Nc2ncnc3scc(-c4ccccc4)c23)c1OC the results were TRPM1 prom inh -12, NR2E3 ag-1 0, Peg3 prom inh 8, hiPSC survival 0.0, NR2E3 ag-2 0, HIF-2a block -66, TWEAK Fn14 block 43, KKLEB cytotox -14, CF NFkB block -30, Shn3 3UTR inh 16 and aDG glyco up 0.0.
CCN(CC)S(=O)(=O)c1cc(NC(=O)C(C)OC(=O)c2[nH]c(C)c(C(C)=O)c2C)ccc1C (stereo not given) was read as TRPM1 prom inh 19, NR2E3 ag-1 10, Peg3 prom inh 12, hiPSC survival 5.2, NR2E3 ag-2 5, HIF-2a block 34, TWEAK Fn14 block 34, KKLEB cytotox 6, CF NFkB block -17, Shn3 3UTR inh 67 and aDG glyco up 0.9.
Cc1ccc(SCC(=O)N2c3ccccc3Sc3ccccc32)cc1 was read as TRPM1 prom inh 2, NR2E3 ag-1 -8, Peg3 prom inh 12, hiPSC survival -1.4, NR2E3 ag-2 -2, HIF-2a block 0, TWEAK Fn14 block 22, KKLEB cytotox 8, CF NFkB block -6, Shn3 3UTR inh 18 and aDG glyco up 1.0.
For N#CNC(=Nc1cccc(Cl)c1)Oc1ccccc1 the results were TRPM1 prom inh 4, NR2E3 ag-1 -6, Peg3 prom inh 15, hiPSC survival 0.1, NR2E3 ag-2 -1, HIF-2a block 4, TWEAK Fn14 block -1, KKLEB cytotox 5, CF NFkB block -14, Shn3 3UTR inh 4 and aDG glyco up 0.0.
Screening CC(=O)C(C)Oc1ccc(Cc2ncc(C(F)(F)F)cc2Cl)cc1 (stereo not given) returned TRPM1 prom inh 1, NR2E3 ag-1 13, Peg3 prom inh 6, hiPSC survival -0.9, NR2E3 ag-2 2, HIF-2a block 12, TWEAK Fn14 block -17, KKLEB cytotox 7, CF NFkB block -8, Shn3 3UTR inh 3 and aDG glyco up 0.2.
For Cc1ccc(OCC(=O)NN2C(=O)c3ccccc3C2=O)c(C)c1 the results were TRPM1 prom inh 1, NR2E3 ag-1 -5, Peg3 prom inh 4, hiPSC survival 1.3, NR2E3 ag-2 0, HIF-2a block 3, TWEAK Fn14 block -3, KKLEB cytotox 6, CF NFkB block -8, Shn3 3UTR inh 13 and aDG glyco up 0.0.
